esBAF inh: SWI/SNF esBAF complex inhibition; AID 602393; reporter increase, % at 12.5 µM; hit rate 2% among 350,000; mouse ES cells, Bmi1-luciferase knock-in reporter, 24 h; 100% = twice the neutral-well signal; in the data active = activation above about 40%; inconclusive = no clear call, values can overlap the other calls;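 also: 0% = median of the plate's neutral control wells and 100% = double that signal; a rise in the Bmi1 reporter signal indicates esBAF inhibition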
SIRT5 inh: sirtuin-5 (human) deacylase inhibition; hit rate 1.1% among 330,000; Purified SirT5, succinyl-peptide AMC, trypsin-coupled fluorescence; Q9NXA8; inhibition, % at 15 µM; in the data active = inhibition above about 15%; inconclusive = no clear call, values can overlap the other calls
Target sequence (Q9NXA8 whole entry, looked up): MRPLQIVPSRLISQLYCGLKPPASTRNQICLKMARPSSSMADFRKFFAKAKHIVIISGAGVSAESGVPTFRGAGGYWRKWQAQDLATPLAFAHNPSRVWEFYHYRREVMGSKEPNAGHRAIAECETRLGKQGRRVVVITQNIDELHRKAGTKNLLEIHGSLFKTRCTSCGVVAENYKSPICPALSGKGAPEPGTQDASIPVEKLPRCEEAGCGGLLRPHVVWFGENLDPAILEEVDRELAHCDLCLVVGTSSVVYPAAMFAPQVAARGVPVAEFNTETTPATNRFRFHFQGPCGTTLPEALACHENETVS
FN deposit inh: fibronectin deposition inhibition; AH1F fibroblasts, Alexa488-fibronectin deposition fluorescence, overnight; inhibition, % at 12.6 µM; hit rate 0.086% among 350,000; AID 743247;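 active = mean inhibition across replicates of 30% or more, regardless of how many single replicates reach that level; inconclusive = mean under 30% yet at least half of replicates reach 30%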;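 also: positive control wells lacked labelled fibronectin entirely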
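Assay system: AH1F fibroblasts assembling fluorescent fibronectin matrix; Amount: 10000 AH1F cells per well; Buffer or medium: DMEM, 2% serum; Probe or stimulus: Alexa488-fibronectin, 24 nM final in well; Doses: single compound dose, delivered by pin transfer; Incubation: 1 h adhesion, overnight exposure; Measured by: fluorescence 485/525 nm; Read-out: fibronectin deposition inhibition.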
Statin myotox sup: protects C2C12 myotubes from simvastatin toxicity | ATP luminescence, 48 h; scaled: DMSO 0, geranylgeraniol control 100 | rescue of ATP level, % at 7.49 µM | hit rate 0.78% among 330,000;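 active = mean ATP rescue above about 67%, or every replicate alone reaching that limit, limit read from the data, passing the limit was not always enough; inconclusive = no clear call, values can overlap the other calls; inactive = mean under the limit and some replicate under it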;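 also: myotubes were challenged with 10 µM simvastatin during compound exposure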
CASP6 VEID inh: caspase-6 (human) enzyme inhibition; hit rate 0.53% among 350,000; inhibition, % at 12.5 µM; purified caspase-6, Z-VEID-R110 cleavage fluorescence; P55212; AID 686996;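 active = mean inhibition across replicates at least about 35%, with every replicate also reaching that limit, limit read from the data; inconclusive = only one of the two criteria met; inactive = neither criterion met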;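 also: 0% = median of neutral control wells and 100% = no fluorescence left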
Target sequence (P55212 24-179 limits assumed): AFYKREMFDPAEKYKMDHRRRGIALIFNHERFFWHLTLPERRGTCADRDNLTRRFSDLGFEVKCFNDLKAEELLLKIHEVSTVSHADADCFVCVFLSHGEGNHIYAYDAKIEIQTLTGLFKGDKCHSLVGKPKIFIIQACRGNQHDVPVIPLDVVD
Target sequence (P55212 194-293 limits assumed): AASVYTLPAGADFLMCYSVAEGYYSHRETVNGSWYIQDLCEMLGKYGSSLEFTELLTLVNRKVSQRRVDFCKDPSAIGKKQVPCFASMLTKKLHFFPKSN
S100A4 MyoIIA: blocks human S100A4 binding to myosin IIA peptide. S100A4/TAMRA-MyoIIA peptide fluorescence polarization. inhibition, % at 10.7 µM. hit rate 0.14% among 360,000. AID 652163;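 active = mean inhibition of at least 70% across replicates, with every replicate also reaching that level; inconclusive = mean inhibition reaches 70% but some replicates fall short; inactive = mean inhibition below 70%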
Target sequence (P26447 whole entry, looked up): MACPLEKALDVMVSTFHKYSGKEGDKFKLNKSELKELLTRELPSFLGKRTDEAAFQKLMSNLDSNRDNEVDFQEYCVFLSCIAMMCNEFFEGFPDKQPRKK
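Material: human S100A4 monomer with TAMRA-labelled myosin IIA peptide; buffer or medium: HEPES pH 7.2 with CaCl2, KCl, NaCl, DTT, Triton; compound dosing: one concentration per compound; schedule: 5 min incubation before reading; benchmarks: neutral control DMSO, positive control TFP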
LGR2 antag: blocks bursicon-induced cAMP signaling via Drosophila LGR2; HEK293 LGR2, CRE-luciferase, bursicon-stimulated, 4 h; inhibition, % at 9.99 µM; hit rate 0.35% among 380,000; AID 720647;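 active = drop in luminescence signal, shown as inhibition above about 50% in the replicate tests, limit read from the data, passing the limit was not always enough; inconclusive = probably only some replicates passing the limit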;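 also: agonist challenge used bursicon conditioned medium at about half maximal strength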
* hit, by the source's call; u = inconclusive; x = not tested or not shown. This is a subset (hit frequency here may not be typical).

SMILES	esBAF inh	SIRT5 inh	FN deposit inh	Statin myotox sup	CASP6 VEID inh	S100A4 MyoIIA	LGR2 antag
CCCCc1nc(SCCOC)c2c(=O)n(C)c(=O)n(C)c2n1	x	-1	0	x	-4	2	23
C[C@H](CO)N1C[C@H](C)[C@@H](CN(C)Cc2ccc(C(=O)O)cc2)Oc2ccc(NC(=O)Nc3ccc(C(F)(F)F)cc3)cc2CC1=O	-7	8	x	-8	1	-32	4
FC(F)(F)c1cnc2c(c1)[nH]c(=S)n2-c1ccc(Cl)cc1	-9	-2	0	-18	5	4	2
Cc1ccc(S(=O)(=O)NC(=O)Cn2nnc(-c3ccccc3)c2COc2ccc3ccccc3c2)cc1	-9	x	-5	22	19	-2	6
c1ccc(Cn2c(SCCN3CCOCC3)nnc2-c2cccnc2)cc1	-5	x	1	16	x	x	x
CCOc1ccc(CSC(=N)N)cc1Cl	1	-5	-2	-4	-2	20	-2
COc1cccc(C2=Nc3cccc4cccc(c34)N2)c1	x	1	1	x	-2	1	x
CCOC(=O)c1ccc(NC(=S)N(CCN2CCCCCC2)Cc2cccs2)cc1	x	-5	-4	x	x	-1	18
C[C@@H]1CN([C@H](C)CO)C(=O)Cc2cc(N(C)C)ccc2O[C@H]1CN(C)Cc1ccc(-c2ccccc2)cc1	-1	-3	0	12	0	8	10
Cc1ccc(/C=C/C(=O)Nc2cccc3ncccc23)o1	0	4	x	-12	x	2	33
O=C(CNC(=O)c1ccccc1F)OCn1nnc2ccccc2c1=O	7	-7	3	29	8	-1	6
Cc1ccccc1C(=O)OCC(=O)N1CC(=O)Nc2ccccc21	9	-3	-1	2	0	0	6
N#CCCn1cc(C(N)=O)c(-c2cccs2)n1	-4	-4	6	3	0	-11	x
CC(NS(=O)(=O)c1ccc(OCC(=O)N2CCCC2)cc1)c1ccccc1 (configuration not stated)	4	-7	4	0	1	-3	4
COc1ccc(CCNC(=O)c2ccc3nc(N4CCOCC4)sc3c2)cc1OC	10	-4	-12	-4	0	-3	-15
C/C=C/c1ccc([C@H]2[C@@H](CO)N[C@@H]2CN(CC)C(=O)CN2CCOCC2)cc1	-3	-4	-13	-4	x	-4	1
COc1ccc(S(=O)(=O)N(C)C[C@@H]2Oc3ccc(NC(=O)CCCCCC(=O)Nc4ccccc4N)cc3C(=O)N([C@H](C)CO)C[C@@H]2C)cc1	3	-3	1	x	2	-29	-14
C/C=C/c1ccc([C@@H]2[C@H](CO)N3C(=O)CN(Cc4ccc(C)cc4)C[C@@H]23)cc1	x	-1	x	x	3	2	0
O=C(Nc1ccccc1)c1ccc2c(c1)OCO2	u	x	x	-27	x	x	-31
COc1ccc(-c2nc(N3CCN(C)CC3)sc2-c2ccc(OC)cc2)cc1	-8	-3	7	-5	-9	2	22
Cc1[nH]c2ccccc2c1C(=O)CSc1nc2ccccc2[nH]1	40	2	x	23	-1	0	-26
CCCC#Cc1ccc2c(c1)O[C@@H](CN(C)S(C)(=O)=O)[C@@H](C)CN([C@@H](C)CO)S2(=O)=O	6	-4	-2	x	-1	-3	-5
Cc1cccc(NC(=O)C2CCN(S(=O)(=O)c3ccc4c(c3)NC(=O)CO4)CC2)c1	-3	-1	1	-3	1	2	14
O=C(Nc1ccc(O)cc1)C1CC=CCC1 (configuration not stated)	-3	x	12	13	x	x	x

In the list so far, two have a Cl atom:
SMILES	esBAF inh	SIRT5 inh	FN deposit inh	Statin myotox sup	CASP6 VEID inh	S100A4 MyoIIA	LGR2 antag
FC(F)(F)c1cnc2c(c1)[nH]c(=S)n2-c1ccc(Cl)cc1	-9	-2	0	-18	5	4	2
CCOc1ccc(CSC(=N)N)cc1Cl	1	-5	-2	-4	-2	20	-2

Carrying on:
SMILES	esBAF inh	SIRT5 inh	FN deposit inh	Statin myotox sup	CASP6 VEID inh	S100A4 MyoIIA	LGR2 antag
CC(=O)N1CCN(C(=O)CCCNC(=O)c2ccc(Cl)cc2)CC1	-1	-3	x	4	-93	-2	-7
Cc1occc1C(=O)N/N=C/c1ccc2c(c1)OCO2	-27	0	1	-117	-1	0	-2
COC(=O)c1ccc(CN2CC(=O)N3[C@H](CO)[C@H](c4ccc(-c5cccnc5)cc4)[C@@H]3C2)cc1	x	-1	-4	x	1	35	-3
CC=Cc1ccc2n(c1=O)C[C@@H]1[C@@H](CO)[C@H](C(=O)NCCc3ccncc3)[C@H]2N1CCc1ccccc1 (mixture of isomers)	x	-6	x	x	4	-9	5
CCCCn1c(=O)[nH]c(=O)c2c1nc(-c1cc3c(cc1Br)OCO3)n2C	x	8	5	x	-1	-5	-12
O=C(CSc1ccccn1)N/N=C/c1c[nH]c2ccccc12	x	5	9	x	18	-2	22
CCCC(=O)Nc1ccc2c(c1)C(=O)N(C)C[C@H](OC)[C@H](C)CN(Cc1cncnc1)[C@H](C)CO2	0	x	-2	0	x	x	10
O=C(CN1CCN(Cc2ccccc2Cl)CC1)N/N=C/c1ccco1	x	1	-1	x	1	-6	1
Cc1ccc(S(=O)(=O)NCCCC(=O)N2CCC(C)CC2)cc1	-2	2	-3	-3	-2	4	11
CCOc1ccc(S(=O)(=O)N2CCC(C(=O)NCc3ccco3)CC2)cc1	-11	1	4	-5	0	-5	16
Cc1oc(-c2ccc3c(c2)OCCO3)cc1C(=O)NC(Cc1ccccc1)C(=O)O (configuration not stated)	x	1	4	x	-1	1	6
Cc1ccc(C(=O)OCC(=O)NCc2ccccc2)s1	-3	1	20	1	-2	-2	2

Structures above with fluorine, in the order listed:
SMILES	esBAF inh	SIRT5 inh	FN deposit inh	Statin myotox sup	CASP6 VEID inh	S100A4 MyoIIA	LGR2 antag
C[C@H](CO)N1C[C@H](C)[C@@H](CN(C)Cc2ccc(C(=O)O)cc2)Oc2ccc(NC(=O)Nc3ccc(C(F)(F)F)cc3)cc2CC1=O	-7	8	x	-8	1	-32	4
FC(F)(F)c1cnc2c(c1)[nH]c(=S)n2-c1ccc(Cl)cc1	-9	-2	0	-18	5	4	2
O=C(CNC(=O)c1ccccc1F)OCn1nnc2ccccc2c1=O	7	-7	3	29	8	-1	6

Structures shown so far that contain a CF3 group, in the order listed:
SMILES	esBAF inh	SIRT5 inh	FN deposit inh	Statin myotox sup	CASP6 VEID inh	S100A4 MyoIIA	LGR2 antag
C[C@H](CO)N1C[C@H](C)[C@@H](CN(C)Cc2ccc(C(=O)O)cc2)Oc2ccc(NC(=O)Nc3ccc(C(F)(F)F)cc3)cc2CC1=O	-7	8	x	-8	1	-32	4
FC(F)(F)c1cnc2c(c1)[nH]c(=S)n2-c1ccc(Cl)cc1	-9	-2	0	-18	5	4	2

(more compounds)
SMILES	esBAF inh	SIRT5 inh	FN deposit inh	Statin myotox sup	CASP6 VEID inh	S100A4 MyoIIA	LGR2 antag
Cc1ccc2nc(N=C(N)N)nc(C)c2c1	-3	-3	-27	x	-4	-6	-15
CN(C(=O)c1cccc(NC(=O)Cc2cccc(NC(=O)C3CCN(C(=O)C4CCC4)CC3)c2)c1)C1CC1	-3	-5	17	3	3	1	21
C[C@@H]1CN([C@H](C)CO)S(=O)(=O)c2ccc(C#Cc3ccncc3)cc2O[C@@H]1CN(C)C(=O)C1CCC1	1	1	-10	-3	0	-13	10
COc1ccc(NC(=O)N(C)C[C@@H]2OCCCC[C@H](C)Oc3ccc(NS(=O)(=O)c4ccc(Cl)cc4)cc3C(=O)N([C@H](C)CO)C[C@@H]2C)cc1	1	3	4	x	0	0	5
Cc1ccc2nc(CNC(=O)C3CCC(=O)N(Cc4ccccc4F)C3)cn2c1 (configuration not stated)	-7	-3	x	-10	-2	-6	-11
COc1ccc2[nH]c(CN3CCN(CCC(C)C)C(CCO)C3)c(C)c2c1 (configuration not stated)	x	0	17	x	-3	-2	-14
O=C1NC2(CCCCCC2)Cc2ccccc21	-3	1	x	12	2	7	-4
CCn1nc(C)c(CN2CCC(C(=O)Nc3cccc(-c4cccc(F)c4)c3)CC2)c1C	-12	-1	8	33	-12	-1	-2
CC(C)(C)OC(=O)COc1cc(F)ccc1[N+](=O)[O-]	4	-2	-15	-5	-5	-4	5
C[C@H](CO)N1C[C@H](C)[C@@H](CN(C)C(=O)Nc2ccc3c(c2)OCO3)Oc2c(NC(=O)Cc3ccccc3)cccc2C1=O	4	-5	x	6	1	-1	-3
COC(=O)c1cccc(NC(=O)c2cc(OC)c(OC)c(OC)c2Br)c1	x	-1	2	x	3	-4	18
CN1CCN(c2nc3c(c(=O)[nH]c(=O)n3C)n2CCCSc2nnnn2-c2ccccc2)CC1	x	-5	4	x	5	2	31
O=C1CC2C(=O)NCCN2C(=NC(=O)c2ccccc2)N1 (configuration not stated)	-3	0	x	-1	0	0	0
CCCN1[C@@H]2Cn3c(ccc(-c4ccncc4)c3=O)[C@H]1[C@@H](C(=O)NCC1CC1)[C@@H]2CO	-1	0	x	3	-2	54	-1
Cc1ccc(S(=O)(=O)N(C(=O)c2ccncc2)c2ccc(OC(=O)c3ccncc3)cc2)c(C)c1	x	-1	6	x	-2	3	26
CN1C(=O)c2cc(NC(=O)c3ccc(F)cc3)ccc2OC[C@@H]2O[C@@H](CC(=O)O)CC[C@H]21	-7	-3	-3	3	19	10	1
C[C@@H]1CN([C@@H](C)CO)C(=O)c2cc(C#CC3(O)CCCC3)cnc2O[C@@H]1CN(C)S(C)(=O)=O	-2	1	1	x	-3	-12	5
Cc1ccc2nc(SCC(=O)NCC3CCCO3)c(C#N)cc2c1 (configuration not stated)	8	x	x	2	x	x	6
Cc1ccc(S(=O)(=O)N(C)C[C@H]2OCCCC[C@@H](C)Oc3ccc(NC(=O)Nc4ccccc4)cc3C(=O)N([C@@H](C)CO)C[C@H]2C)cc1	0	-4	-12	x	0	-3	24
CCOC(=O)C1CCCN(C(=O)CN2C(=O)c3ccccc3S2(=O)=O)C1 (configuration not stated)	-4	0	1	11	1	-3	-19
Cc1cc(C)cc(-c2nc(-c3ccncc3)no2)c1	u	x	2	-2	-1	-4	-58
CC(=O)c1ccc(OCC(C)C)c(CC(C(N)=O)C(N)=O)c1	x	8	x	x	4	-2	-27
COc1ccc(NC(=O)CC2C(=O)N(c3ccc(OC)cc3)C(=O)N2C(C)C)cc1 (configuration not stated)	3	x	x	10	x	x	-15
CCc1ccccc1NC(=O)N1CCC(NC(=O)C(Cc2ccc(OC)c(OC)c2)NC(C)=O)CC1 (configuration not stated)	-9	x	1	3	x	x	x
CC(C)NC(=O)N[C@H]1CC[C@@H](CC(=O)NCc2ccc(Oc3ccccc3)cc2)O[C@@H]1CO	-4	5	-5	-16	-3	54	-3
Cc1cccc2cc(CN(Cc3ccc(F)cc3)C(=O)N(C)C)c3nnnn3c12	5	x	0	-23	x	x	x
O=C(NCC[C@H]1CC[C@H](NC(=O)C2CCOCC2)[C@H](CO)O1)c1ccc(F)cc1	-2	1	5	10	-1	8	-7
CCCOc1cccc(C2C(C(=O)c3cccs3)=C(O)C(=O)N2CCN2CCOCC2)c1 (configuration not stated)	3	5	-3	7	3	4	1
CC(=O)c1ccc(NC(=S)NCCc2ccc(S(N)(=O)=O)cc2)cc1	29	-1	-5	4	8	3	-6

2 entries from above, with bars between the fields:
compound | esBAF inh | SIRT5 inh | FN deposit inh | Statin myotox sup | CASP6 VEID inh | S100A4 MyoIIA | LGR2 antag
O=C(NCC[C@H]1CC[C@H](NC(=O)C2CCOCC2)[C@H](CO)O1)c1ccc(F)cc1 | -2 | 1 | 5 | 10 | -1 | 8 | -7
CCCOc1cccc(C2C(C(=O)c3cccs3)=C(O)C(=O)N2CCN2CCOCC2)c1 (configuration not stated) | 3 | 5 | -3 | 7 | 3 | 4 | 1
